mHTT-CaM PPI inh – inhibitors of human mutant huntingtin-calmodulin interaction; P42858; AlphaScreen His-mHTT/GST-CaM binding, luminescence; inhibition, % at 15 µM; 190,000 tested, 3.6% active;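 also: 0% = both proteins with DMSO and 100% = one protein alone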
Pf apPOL block – Pf-apPOL DNA polymerase inhibition; Recombinant Pf-apPOL, molecular beacon fluorescence, 1.5 h; inhibition, % at 10 µM; 210,000 tested, 0.25% active
Numbers without * were called inactive; i = inactive; x = no result given; & = joins results of further samples. Rule as the data show it: active = inhibition above about 50%; inactive = the rest. Outcome played no part in choosing rows (roughly 3.5% active in at least one column).

The first 7 entries (preview)
SMILES | mHTT-CaM PPI inh | Pf apPOL block
COc1ccc(NC(=O)N2CCC(c3nc4ccncc4n3CC(C)C)C2)cc1F (stereo not given) | 5 | -6
CCc1cc(C2CCCN2C(=O)Nc2cccc(C)c2C)on1 (stereo not given) | -1 | -2
Cc1nc2c(C(=O)NCc3ccccc3)cnn2c(C)c1Cc1ccc(Cl)cc1 | 35 | -9
CC12CCC(C(=O)Nc3ccc4c(c3)OCO4)(C(=O)C1=O)C2(C)C (stereo not given) | 7 | -1
CCCCOc1ccc(C(=O)Nc2ccc(NC(=O)CCC)cc2)cc1 | 0 | 99*
Cc1ccc(C2CC(C(F)(F)F)n3ncc(C(=O)NC4CCCCC4)c3N2)cc1 (stereo not given) | 6 | 2
CCc1ccccc1NC(=O)c1ccc(S(=O)(=O)N(C)c2ccccc2)cc1 | -4 | -2

The whole of this part, from the first entry:
SMILES | mHTT-CaM PPI inh | Pf apPOL block
COc1ccc(NC(=O)N2CCC(c3nc4ccncc4n3CC(C)C)C2)cc1F (stereo not given) | 5 | -6
CCc1cc(C2CCCN2C(=O)Nc2cccc(C)c2C)on1 (stereo not given) | -1 | -2
Cc1nc2c(C(=O)NCc3ccccc3)cnn2c(C)c1Cc1ccc(Cl)cc1 | 35 | -9
CC12CCC(C(=O)Nc3ccc4c(c3)OCO4)(C(=O)C1=O)C2(C)C (stereo not given) | 7 | -1
CCCCOc1ccc(C(=O)Nc2ccc(NC(=O)CCC)cc2)cc1 | 0 | 99*
Cc1ccc(C2CC(C(F)(F)F)n3ncc(C(=O)NC4CCCCC4)c3N2)cc1 (stereo not given) | 6 | 2
CCc1ccccc1NC(=O)c1ccc(S(=O)(=O)N(C)c2ccccc2)cc1 | -4 | -2
CC(=O)OC(=COc1ccccc1OC(C)=O)c1ccc([N+](=O)[O-])cc1 | -3 | -6
CCCn1ccc2sc(C)c(C(=O)N3CCN(c4ccccc4F)CC3)c2c1=O | 43 | -1
O=C(NCc1ccc(N2CCOCC2)nc1)c1cccc(Cl)c1 | 5 | -3
CCCCCCN1CCS(=O)(=O)N(Cc2ccc(C(F)(F)F)cc2)C(C(=O)OC)C1 (stereo not given) | 0 | -2
CC(C)CC(C(=O)N1CCCCC1)N1C(=O)c2cc(Cl)c(Cl)cc2C1=O (stereo not given) | 2 | -8
c1cc2c(cc1CN1CCC(N3CCCCC3)CC1)OCO2 | 0 | 4
Cc1ccc(S(=O)(=O)N2CCN(c3nc4ccccc4n3C)CC2)cc1 | 9 | -10
CCCCCCOc1ccc(/C=c2\sc3nc(=O)c(C)nn3c2=O)cc1OC | -8 | 11
c1csc(C2=NN3C(C2)c2ccccc2OC32CCCC2)c1 (stereo not given) | 56* | -1
O=C(Nc1nc(C(=O)N2CCC(Cc3ccccc3)CC2)co1)C1CC1 | 1 | -7
CCc1sc(-c2c(C#N)c(N)nc3c2CCCCCC3)cc1[N+](=O)[O-] | 8 | 2
Cc1ccc(NC(=O)N2CCC(n3cnc4cc(F)ccc4c3=O)CC2)cc1 | -1 | -7
CC(=O)c1ccc2c(c1)OCCOCCOc1ccccc1OCCOCCO2 | -1 | -8
O=C(CSc1nnc2c(n1)[nH]c1ccccc12)NCCc1ccccc1 | 3 | 5
CCN1CCN(C(=O)c2ccc(S(=O)(=O)c3cccc(Cl)c3)c([N+](=O)[O-])c2)CC1 | 7 | -3
O=c1c2ccccc2ncn1CCOc1ccc(Cl)cc1Br | -5 | -7
NC(CC(=O)O)c1cccc(Br)c1 (stereo not given) | -1 | -5
O=C(Cc1ccsc1)N1CCN(c2nc(CN3CCOCC3)cs2)CC1 | 14 | -6
N#CC1(C(=O)Nc2ccc(Cl)cc2Cl)CC1 | -9 | -1
NC(=NNS(=O)(=O)c1ccccc1OC(F)(F)F)c1cnccn1 | x | 0&-3
O=C(NC1CC1)c1cnc(-c2ccccc2)nc1N1CCSCC1 | 14 | -7
CCCCn1c(=N)n(CCO)c2ccccc21 | -5 | -1
Cc1ccc(S(=O)(=O)Nc2ccc(N)cc2C)cc1 | 5 | -5
COc1ccc(NC(=O)CCc2cccc3[nH]ccc23)c(OC)c1 | 10 | -1
O=C(NCCO)c1ccc(N2C(=O)CCC2=O)cc1 | -3 | 0
CCCN=C(NS(=O)(=O)c1ccc(C)cc1)c1ccc(Cl)cc1 | -5 | -8
O=C(Nc1ccc(Oc2ccc(OC(F)(F)F)cc2)cc1)c1ccccc1O | x | -11
Cc1cccc(NC(=O)N2CCC(CCNC(=O)CSc3ccccc3)CC2)c1 | 1 | -1
CCCOc1ccc(N2C(=O)CC(N3CCN(C=O)CC3)C2=O)cc1 (stereo not given) | 5 | 0
CCOc1ccc(CC(=O)N2CCCC2c2cc(CC)no2)cc1 (stereo not given) | 5 | -7
CCC(C)NC(=O)C1c2ccccc2C(=O)N1CCc1ccc(OC)c(OC)c1 (stereo not given) | 3 | -6
CCCC(=O)N1CCCC(c2nc(CCNC(=O)C3CCC3)cs2)C1 (stereo not given) | 0 | 0
O=C(c1cnccn1)N1CCCC(c2nncn2-c2ccccc2)C1 (stereo not given) | -1 | -9
Cc1cccc(-c2[nH]c(C(C)(C)C)nc2-c2ccc3nccnc3c2)n1 | x | -9
CCOc1ccc(C2C(C#N)=C(C)NC3=C2C(=O)CC(c2ccc(Cl)cc2)C3)cc1OC (stereo not given) | 39 | -1
Cc1ccnc(NC(c2ccncc2)c2ccc3ccc(C)nc3c2O)c1 (stereo not given) | 90* | -8
COC(=O)c1sccc1NC=C(C#N)C(=O)c1cccc(CSc2ccc(Cl)cc2)c1 | x | 4
CCc1ccc(NC(=O)C23CCC(C)(C(=O)C2=O)C3(C)C)cc1 (stereo not given) | 3 | -7
COc1ccc(CCNC(=O)CNC(=O)Cn2ccc3ccccc3c2=O)cc1OC | -1 | -2
CC(NC(=O)CCc1ccc2c(ccn2C)c1)c1cccnc1 (stereo not given) | 5 | -2
CC(=O)C1=C(C)NC(SCc2cccc([N+](=O)[O-])c2)=C(C#N)C1c1cccnc1 (stereo not given) | 34 | 4
CCc1ccc(/C=N/n2c(-c3ccc(C(C)(C)C)cc3)n[nH]c2=S)cc1 | i | x
CCc1cc2c(=O)n(-c3ccc(Br)cc3)cnc2s1 | -1&0 | -2&2
O=C(CN1C(=O)C(c2ccccc2)=NC12CCCCC2)Nc1ccc(Cl)cc1 | 51* | -9
CCOC(=O)Cc1nn(C)c(=O)c2ccccc12 | x | 8
CCOc1cc(/C=C2\C(=O)ON=C2C)cc(Cl)c1OCc1cccc(F)c1 | 87* | -2
N#CC1=C(N)N(c2c(F)cccc2F)C2=C(C(=O)CCC2)C1c1ccsc1 (stereo not given) | 0 | 0
O=C(NCCc1ccccc1)C1CN(S(=O)(=O)C2CC2)CC12CCCCC2 (stereo not given) | 10 | 5
Cc1ccc(C2CC(C(F)(F)F)n3nc(C(=O)NCc4ccco4)c(Cl)c3N2)cc1 (stereo not given) | 28 | -3
Cc1cc(OCC(N)=O)c2c(-c3ccccc3)cc(=O)oc2c1 | -11 | 0
CC(Oc1ccccc1)C(=O)N1CCN(c2nc(CN3CCOCC3)cs2)CC1 (stereo not given) | 22 | -4
O=C(CN1N=C(c2ccccc2)CCC1=O)NCc1ccccn1 | 3 | -14
O=C(NCCC1CCN(C(=O)Nc2cccc(Cl)c2)CC1)NCC1CCCO1 (stereo not given) | -6 | -1
The results go on.
SMILES | mHTT-CaM PPI inh | Pf apPOL block
Cc1ccsc1/C=C1\SC(N)=NC1=O | -3 | x
COc1ccc(C2CC(c3ccc(C)c(C)c3)Nc3nnnn32)cc1 (stereo not given) | -1 | 0
C=CCn1c(SCC#CCO)nc2ccccc2c1=O | -19 | -6
Cc1ccc(Cl)cc1NC(=O)N1CCOc2ccccc21 | -6 | -4
COc1ccc(CC(=O)N2CCCC2c2nc(-c3ccc(OC)cc3)no2)cc1 (stereo not given) | 10 | -4
COc1cc(C=Nc2cc(OC)c(OC)c(OC)c2)cc(OC)c1OC | 2&1 | 1
COc1ccc(-c2c(C)c3ccc(O)c(CN(C)C)c3oc2=O)cc1 | 9 | -56
Cc1ccc(Sc2nccnc2N2CCCC(C(=O)NCc3ccco3)C2)cc1 (stereo not given) | 8 | -1
CS(=O)(=O)NCCn1ncc2c(NCc3ccc(F)cc3)ncnc21 | -7 | -12
CCCCCn1c(SCC(=O)Nc2ccc(Cl)cc2)n[nH]c1=O | x | -12
NC(=NOC(=O)Nc1cccc(Cl)c1)c1ccno1 | x | -22
Clc1ccc(NCn2nnc3ccccc32)cc1 | 7 | -5
CC(C)SC(=O)c1scc(S(C)(=O)=O)c1Cl | x | -6
Cn1c(=O)c(O)c2c3c(c(Br)ccc31)C(=O)c1ccccc1-2 | 46 | -2
CN1C(=O)Cc2cc(NC(=O)c3cccs3)ccc21 | -2 | -10
COc1ccc(OC)c(C2SCCN2S(=O)(=O)c2ccc(-c3ccccc3)cc2)c1 (stereo not given) | 4 | -2
O=C1C(Nc2ccccc2)=C(N2CCCCC2)C(=O)c2ccccc21 | 24 | 8
CCCCNC(=O)[C@@H]1CC=C[C@@H]2CCN(Cc3ccc(Cl)c(Cl)c3)C(=O)[C@@H]21 | 25 | -15
CC(C)(C)c1ccc(C(=O)NCc2ccco2)cc1 | 6 | -4
Cc1ccc(S(=O)(=O)c2nc(C(C)(C)C)oc2NCc2ccccc2)cc1 | -1 | 11
O=S(=O)(Cc1noc(-c2ccc(Cl)cc2)n1)Cc1ccco1 | x | -10
CCc1ccccc1N(CC(=O)Nc1cc(C)ccc1C)S(C)(=O)=O | -1 | -5
CCOc1ccc(Cl)cc1/C=C1\NC(=O)N(Cc2ccc(C)cc2)C1=O | -6 | -2
N#CC1=CN(c2ccc3c(c2)CCC3)c2cc(Cl)ccc2S1(=O)=O | 2 | -2
COCCN1C(=O)Cc2ccccc2C1C(=O)NCc1cccc(OC)c1 (stereo not given) | -6 | -6
CC1=CC(C)C2(COC(CN3CCCCC3)OC2)C(C)C1 (stereo not given) | -3 | 2
O=[N+]([O-])c1cc(Br)c(O)c(C=Nc2ccc(-c3nc4ncccc4o3)cc2)c1 | 1 | -3
COc1ccc(-n2nc3c(c2NC(=O)c2cccs2)CS(=O)C3)cc1 (stereo not given) | 0 | -23
Cc1ccccc1CNC(=O)C1(C)CCCN(C(=O)NC2CCCCC2)C1 (stereo not given) | -10 | 11
Cc1ccnc(N2CCC(C(=O)NC3CC3)CC2)n1 | -8 | 1
CCCn1cc(C(=O)N2CCN(C3CCCCC3)CC2)c2cccnc21 | 7 | 3
O=C(Nc1c2c(nn1-c1ccc(Cl)cc1)CS(=O)(=O)C2)c1ccc(Cl)c([N+](=O)[O-])c1 | 2 | -6
O=C(NCc1ccc2c(c1)OCO2)c1c(O)c2ccccc2[nH]c1=O | 0 | 16
O=C1CC(N2CCN(c3ccccc3)CC2)C(=O)N1c1ccccc1 (stereo not given) | 2 | -36
O=C(Cn1nc(N2CCSCC2)c2ccccc2c1=O)Nc1ccccc1 | 4 | -1
CC1CCN(C(=O)c2nc(-c3cccc(F)c3)n3c2CCCCC3)CC1 | 11 | 1

A draw from above in order of SMILES length, descending.
SMILES | mHTT-CaM PPI inh | Pf apPOL block
O=C(Nc1c2c(nn1-c1ccc(Cl)cc1)CS(=O)(=O)C2)c1ccc(Cl)c([N+](=O)[O-])c1 | 2 | -6
O=[N+]([O-])c1cc(Br)c(O)c(C=Nc2ccc(-c3nc4ncccc4o3)cc2)c1 | 1 | -3
O=C(NCc1ccc2c(c1)OCO2)c1c(O)c2ccccc2[nH]c1=O | 0 | 16
O=C(Cn1nc(N2CCSCC2)c2ccccc2c1=O)Nc1ccccc1 | 4 | -1
Cc1ccnc(N2CCC(C(=O)NC3CC3)CC2)n1 | -8 | 1

(further entries)
SMILES | mHTT-CaM PPI inh | Pf apPOL block
Cc1ccc(S(=O)(=O)N2CCc3nc4cc[nH]n4c(=O)c3C2)cc1Cl | 1 | 1
O=C1C(=CC=Cc2ccccc2)Oc2c1ccc(O)c2CN1CCCC1 | -2 | -4
CCOc1ccccc1NC(=O)CSC1=Nc2ccccc2C2=NC(c3ccccc3)C(=O)N12 (stereo not given) | 7 | -5
COc1ccc2[nH]c(C(=O)Nc3ccc4c(c3)OCO4)cc2c1 | x | -4
Cc1c(C(=O)Nc2ccc(F)c(Cl)c2)cccc1[N+](=O)[O-] | -4 | 6
O=C(CN1CCN(c2ccc(F)cc2)C1=O)NCCn1cccc1 | -12 | -12
CCc1ccc(C(=O)Nc2nc3ccc(OC)cc3s2)cc1 | 21 | 0
O=C(CCC(=O)N1CC2CCCN2c2ccccc21)NCCc1ccc(Cl)cc1 (stereo not given) | 75* | -1
COc1ccc(-c2cc3nc4c(c(=O)n3[nH]2)CCN(C(=O)c2ccc(C)c(F)c2)C4)cc1 | 32 | 3
CCOC(=O)c1sc(NC(=O)c2ccc(Br)cc2F)nc1C | -13 | 0
Cc1ccc(NC(=O)Cn2c(-c3nonc3N)nc3ccccc32)cc1F | 15 | -2
O=S(=O)(Nc1ccc(F)c(F)c1)c1cccc2nsnc12 | 0 | -3

Reprinted from the part before: 2 compounds; new compounds follow.
SMILES | mHTT-CaM PPI inh | Pf apPOL block
Cc1ccc(NC(=O)Cn2c(-c3nonc3N)nc3ccccc32)cc1F | 15 | -2
O=S(=O)(Nc1ccc(F)c(F)c1)c1cccc2nsnc12 | 0 | -3
Cc1ccccc1NC(=O)Nc1ccc2nnc(C)n2c1 | -7 | 3
COc1ccc(CC(C)(O)CNC(=O)Nc2ccccc2Cl)cc1 (stereo not given) | -12 | -6
O=C(Cc1ccc(F)cc1)NCc1ccc2c(c1)OCO2 | -1 | -3
COC(=O)c1ccc(C(=O)Nc2ccc(CC(=O)NC3CC3)cc2)cc1 | -12 | -2
Cc1ccc(C)c(CN2C(=O)CCc3c(C)nc(-c4cccnc4)nc32)c1 | 1 | -2
Cc1cc(S(=O)(=O)Nc2ccccc2C(=O)NCC2CC2)c(C)cc1Cl | x | -6
Cc1cccn2c(=O)c(C(=O)NCc3ccncc3)c(O)nc12 | -9 | 2
